C8 TRAIL sens = sensitizes caspase-8 expressing cells to TRAIL. NB7+C8 cells + TRAIL, ATPlite viability luminescence. inhibition (viability loss, TRAIL sensitization), % at 10 µM. 360,000 compounds, 1% hits;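 active = compounds causing at least 50% loss of cell viability in the single-dose screen, relative to plate controls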
SRC3 inh = inhibitors of human steroid receptor coactivator 3 (SRC3); inhibition, % at 3.6 µM; 360,000 compounds, 0.17% hits; HEK293 GAL4-SRC3 luciferase reporter, luminescence; AID 588352; Q9Y6Q9;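 active = inhibition above a per-campaign cutoff, the mean of all compounds plus 3 SD, cut at about 60% in these data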;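 note: 0% = DMSO-treated cells and 100% = gossypol-treated cells at 36 µM; higher means less SRC3-driven luciferase light from the GAL4 reporter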
NR2F2 inh = NR2F2 (human) inhibition, primary screen. P24468. HEK293T NGFI-A luciferase reporter, luminescence. inhibition, % at 8.6 µM. 370,000 compounds, 0.7% hits. AID 686940;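 active = inhibition above a per-plate cutoff, mean inhibition of test wells between control levels plus 3 SD, cut at about 38% in these data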;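 note: cells cotransfected with COUP-TFII expression vector driving the NGFI-A reporter; 0% = median of COUP-TF2 test wells and 100% = reporter-only cells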
SRC2 inh = human SRC2 (NCOA2) inhibition; inhibition, % at 9 µM; 370,000 compounds, 0.17% hits; HEK293 GAL4-SRC2 luciferase reporter, luminescence; AID 651957; Q15596;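 active = inhibition above the mean inhibition of all tested compounds plus 3 SD, set per campaign, cut at about 52% in these data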;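 note: 0% = DMSO treated cells and 100% = cells given Gossypol at 36 µM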
LMP1 NFkB inh = inhibitors of Epstein-Barr LMP1-induced NF-kappaB reporter; LMP1-induced NF-kappaB luciferase reporter cells, luminescence; inhibition, % at 12.5 µM; 350,000 compounds, 0.69% hits; in the data active = inhibition above about 41%;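 note: 0% = neutral control wells and 100% = reference inhibitor control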
NOD2 RIPK2 PPI = NOD2-RIPK2 protein interaction inhibition. inhibition, % at 4.98 µM. CHO BLA complementation NOD2-RIPK2, CCF4 ratio. O43353. 360,000 compounds, 0.38% hits; in the data active = inhibition above about 21%;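 note: 0% = vehicle only and 100% = reference blocker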
Target sequence (O43353 whole entry, looked up): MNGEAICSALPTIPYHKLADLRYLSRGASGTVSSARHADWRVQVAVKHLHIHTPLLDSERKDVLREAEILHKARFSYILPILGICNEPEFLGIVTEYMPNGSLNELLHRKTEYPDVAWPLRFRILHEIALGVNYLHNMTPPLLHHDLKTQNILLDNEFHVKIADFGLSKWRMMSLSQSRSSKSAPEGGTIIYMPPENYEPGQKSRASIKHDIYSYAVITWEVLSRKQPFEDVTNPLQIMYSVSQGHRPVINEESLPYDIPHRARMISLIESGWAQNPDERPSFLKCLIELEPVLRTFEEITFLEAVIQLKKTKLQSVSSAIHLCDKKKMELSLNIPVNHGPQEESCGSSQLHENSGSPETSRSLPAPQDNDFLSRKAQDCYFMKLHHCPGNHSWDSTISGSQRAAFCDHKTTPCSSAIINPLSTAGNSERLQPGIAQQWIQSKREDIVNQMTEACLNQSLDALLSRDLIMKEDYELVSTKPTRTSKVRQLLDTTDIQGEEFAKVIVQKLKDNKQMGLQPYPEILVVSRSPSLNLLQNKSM
TWEAK-Fn14 inh = TWEAK-Fn14 signaling inhibition. TWEAK-stimulated Fn14 reporter cells, luciferase luminescence, 8 h. inhibition, % at 10 µM. 360,000 compounds, 2% hits; in the data active = inhibition above about 50%
TROY signal inh = blocks TROY-dependent signaling in reporter cells | AID 1347056 | Q293 LMP1-TROYcd NF-kB luciferase reporter, 4 h | inhibition, % at 10 µM | 360,000 compounds, 0.98% hits;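 active = compounds whose plate-normalised and pattern-corrected inhibition of the luciferase reporter signal at the single screening dose is 50% or more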
SRC1 inh = human NCOA1 inhibition; 360,000 compounds, 0.12% hits; HEK293 GAL4-SRC1 luciferase reporter, luminescence; inhibition, % at 3.6 µM;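 active = inhibition above the campaign mean plus 3 SD, with each screening campaign given its own cutoff, cut at about 60% in these data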;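 note: 0% = DMSO treated cells and 100% = gossypol at 36 µM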
TLR9-MyD88 inh = TLR9-MyD88 interaction inhibition | Q9NR96+Q99836 | CHO BLA complementation TLR9-MyD88, CCF4 FRET ratio | inhibition, % at 4.98 µM | 340,000 compounds, 0.21% hits;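 active = inhibition above the mean over all tested compounds plus 3 SD, cut at about 21% in these data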;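 note: 0% = DMSO only wells and 100% = clavulanate BLA inhibitor control wells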
NR5A2 inv ag = suppresses constitutive activity of human LRH-1 | HEK293T StAR-luciferase reporter, LRH-1 transfected, 24 h | O00482 | AID 602396 | 360,000 compounds, 0.13% hits | inhibition, % at 3.6 µM;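 active = inhibition above the mean inhibition of all tested compounds plus 3 SD, cut at about 73% in these data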;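 note: 0% = DMSO wells and 100% = reporter-only cells lacking LRH-1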
Target sequence (O00482 whole entry, looked up): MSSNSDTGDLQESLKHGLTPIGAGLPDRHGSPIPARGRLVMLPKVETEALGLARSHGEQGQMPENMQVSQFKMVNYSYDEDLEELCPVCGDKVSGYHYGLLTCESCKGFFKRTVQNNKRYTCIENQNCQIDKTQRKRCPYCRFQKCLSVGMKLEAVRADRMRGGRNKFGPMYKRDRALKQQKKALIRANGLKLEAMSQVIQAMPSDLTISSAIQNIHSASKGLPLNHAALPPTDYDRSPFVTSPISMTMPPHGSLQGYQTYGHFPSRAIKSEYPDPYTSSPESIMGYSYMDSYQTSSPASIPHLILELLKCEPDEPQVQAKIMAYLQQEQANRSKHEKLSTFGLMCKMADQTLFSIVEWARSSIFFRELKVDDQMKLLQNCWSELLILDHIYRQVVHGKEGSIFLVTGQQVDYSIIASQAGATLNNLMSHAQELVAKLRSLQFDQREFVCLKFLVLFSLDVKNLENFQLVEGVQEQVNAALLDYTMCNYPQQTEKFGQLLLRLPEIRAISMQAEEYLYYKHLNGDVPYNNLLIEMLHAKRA
The depositor's hits bear a star; . = no result given. Only part of the results is shown; the hit share may differ from the screen's.

SMILES	C8 TRAIL sens	SRC3 inh	NR2F2 inh	SRC2 inh	LMP1 NFkB inh	NOD2 RIPK2 PPI	TWEAK-Fn14 inh	TROY signal inh	SRC1 inh	TLR9-MyD88 inh	NR5A2 inv ag
COCCN(CCOC)S(=O)(=O)c1ccc(NC(=O)c2cnccn2)cc1	8.9	-37.9	1.3	-4.2	-31.0	8.3	-6.7	-4.2	-2.9	-6.4	4.9
CNC(=S)N(CCc1ccc(S(N)(=O)=O)cc1)C1CC(=O)N(c2ccccc2F)C1=O (stereo unspecified)	-7.1	18.2	7.9	1.9	0.4	-2.9	6.4	20.0	-3.2	-12.9	6.3
Cc1ccnc(N2CCC(C(=O)NNC(=O)c3ccccc3)CC2)n1	-7.4	15.0	4.5	-8.5	10.0	1.7	-7.3	-5.5	8.1	-1.1	-22.4
CCC(C)C(N)C(=O)N1CCCC1C(=O)NC(C(=O)O)C(C)CC (stereo unspecified)	1.2	7.2	11.2	-8.7	10.5	6.1	8.4	4.5	-39.2	4.8	-5.2
COc1ccc(N(C(=O)c2ccco2)C(C(=O)NC2CCCC2)c2cccnc2)c(OC)c1 (stereo unspecified)	-4.3	6.5	5.4	-40.5	-2.8	-17.1	8.1	4.1	2.2	4.9	3.7
COc1cc(OC)c(S(=O)(=O)Nc2ccc(C(=O)O)cc2)cc1S(=O)(=O)Nc1ccc(C(=O)O)cc1	-13.3	5.7	-11.1	12.6	2.3	2.9	12.5	7.2	-1.4	-2.4	-5.0
COc1ccccc1C1C(C#N)=C(N)Oc2c1c(-c1ccccc1)nn2-c1ccccc1 (stereo unspecified)	4.4	4.0	6.2	-9.5	1.1	4.1	6.2	62.0*	-25.8	2.4	7.1
CC(NC(=O)c1ccccc1)C(=O)N/N=C/c1ccccc1 (stereo unspecified)	2.5	7.3	-0.1	8.3	-0.3	1.4	-7.6	3.3	-11.0	0.5	13.9
CCN(CC)c1ccc(NC(=O)CN2CCN(CC(=O)Nc3ccc(OC)cc3)CC2)cc1	4.5	-45.2	4.2	26.4	-0.3	-17.5	14.0	-15.6	1.1	-18.3	5.5
N#Cc1c(NC(=O)CSc2ncn[nH]2)sc2c1CCCC2	8.4	25.9	76.8*	75.2*	26.7	2.6	80.5*	38.8	23.2	8.4	38.8
CCOC(=O)c1c(NC(=O)OC)sc2c1CCC2	1.1	5.8	9.7	-39.3	-7.8	3.9	5.0	1.9	-6.7	6.6	-0.7
O=C(Nc1cccnc1Cl)c1cc(-c2ccc(Cl)cc2)on1	11.4	3.1	-7.2	8.1	-17.6	-5.7	-38.7	-21.8	6.1	6.2	8.7

Records above marked active in SRC2 inh:
structure | SRC3 inh | NR2F2 inh | SRC2 inh | LMP1 NFkB inh | NOD2 RIPK2 PPI | TWEAK-Fn14 inh | SRC1 inh | TLR9-MyD88 inh | NR5A2 inv ag
N#Cc1c(NC(=O)CSc2ncn[nH]2)sc2c1CCCC2 | 25.9 | 76.8* | 75.2* | 26.7 | 2.6 | 80.5* | 23.2 | 8.4 | 38.8

Continuation.
SMILES	C8 TRAIL sens	SRC3 inh	NR2F2 inh	SRC2 inh	LMP1 NFkB inh	NOD2 RIPK2 PPI	TWEAK-Fn14 inh	TROY signal inh	SRC1 inh	TLR9-MyD88 inh	NR5A2 inv ag
Cc1cccc(OC2(c3ccccc3)OC(=O)c3ccccc32)c1C (stereo unspecified)	8.5	21.0	13.9	12.2	-13.0	-6.6	16.2	8.0	9.1	7.4	11.0
O=C(NCCN1CCCC1)c1cc(-c2ccncc2)nc2ccc(S(=O)(=O)N3CCOCC3)cc12	2.5	9.4	6.8	-12.4	2.6	-7.8	-16.5	0.7	2.9	0.8	14.3
COc1ccccc1NC(=O)CCN1CCN(c2ccc(Cl)cc2)CC1	3.5	1.8	7.6	17.1	1.8	-1.9	22.2	4.2	-16.2	-0.5	13.2
CCOC(=O)CCCNC(=O)CN1C(=O)NC(c2ccccc2)(c2ccccc2)C1=O	11.6	-10.6	12.8	-11.9	-3.7	-3.0	-9.6	2.5	5.8	4.7	-17.5
O=C(/C=C/C=C/c1ccccc1)CC1(O)C(=O)N(CCc2ccccc2)c2ccccc21 (stereo unspecified)	-20.1	15.1	21.9	14.6	0.7	2.9	27.6	24.6	-28.4	-7.4	-8.8
COc1cccc(C(=O)Nc2cccc3ccccc23)c1	3.7	-0.8	10.2	-10.1	5.5	-0.5	-11.1	-16.9	8.1	15.0	-14.1
Cc1ccccc1-c1nc(S(=O)(=O)c2ccccc2)c(NCCCN2CCOCC2)o1	-9.0	31.2	1.1	-33.2	-5.5	-14.8	-6.8	9.8	-7.1	-8.1	9.4
Cc1cccc(C)c1NC(=O)C(c1cccc(F)c1)N1CCN(C)CC1 (stereo unspecified)	-14.8	.	3.5	-14.0	.	-9.8	.	.	.	.	8.7
O=C(CN1C(=O)NC2(CCCCCC2)C1=O)Nc1ccc(OC(F)(F)F)cc1	-4.8	7.7	6.2	5.0	-3.1	-2.1	-28.5	-10.0	-8.1	-8.7	6.1
COc1ccc(Oc2nc(C)nc3c2oc2ccccc23)cc1	8.8	5.4	42.4*	24.7	-11.7	1.4	2.3	0.0	-0.2	-1.6	17.4
C#CCSc1cc(C(F)(F)F)nc(-c2ccccn2)n1	-0.2	9.3	2.3	8.6	-7.7	-1.9	-16.8	-5.9	-0.3	-0.2	4.5
C[C@H](CO)N1C[C@H](C)[C@@H](CN(C)CC2CC2)OCc2cnnn2CCCC1=O	-4.1	-83.2	-3.5	-53.7	20.9	0.3	-0.7	-5.1	-3.7	12.1	12.0
COc1ccc(NC(=O)OC(C)C)cc1	3.2	-72.6	-21.6	-33.9	-9.3	2.0	2.5	-51.3	-96.2	-3.0	-94.4
CCOC(=O)c1c(C)[nH]c(C(=O)OCC(=O)NCc2ccc(F)cc2)c1C	27.8	-19.6	-6.1	-35.5	2.4	-0.6	-9.2	-2.4	-7.2	-1.2	6.7
COc1ccc(/C=C2\CCCC3C2=NN(C(=O)CSc2ncn[nH]2)C3c2ccc(OC)cc2)cc1 (stereo unspecified)	21.3	15.2	-7.8	-1.3	7.5	-5.2	7.3	22.0	4.6	-10.0	-2.7
O=C(Nc1scc(-c2ccccc2)c1C(=O)O)c1ccccc1F	7.9	-20.3	6.3	-61.4	0.3	6.4	3.8	-58.4	-25.5	-9.5	-33.0
CCC(Sc1nc(N)c(NC(=O)c2ccc(Br)o2)c(=O)[nH]1)C(=O)O (stereo unspecified)	-18.2	1.4	9.7	-10.9	-4.6	2.9	10.5	0.8	8.2	-7.4	0.1
Cc1ccc(-c2cc(C(=O)NCc3cnn(C)c3)c3cc(Br)ccc3n2)cc1	38.9	-14.8	5.8	-3.2	-9.9	1.6	-39.6	-34.9	-30.8	11.3	-6.3
COc1cc(/C=N/NC(=O)c2ccccn2)ccc1OC(=O)c1cccs1	11.7	-111.7	-31.7	-67.1	-10.4	-4.7	-1.2	-34.4	-64.8	4.3	-100.4
CCN(CC)S(=O)(=O)c1cc(NS(=O)(=O)c2cccc(Cl)c2Cl)ccc1C	13.2	7.4	11.2	-17.4	-2.5	0.5	26.8	-0.3	0.5	3.7	13.1
Cc1nc(NCC2CCCO2)nc2c1C(=O)CC(C)(C)C2 (stereo unspecified)	6.7	20.4	-0.8	6.9	-1.1	-7.3	3.7	-7.4	-3.6	-8.7	5.6
Cc1nn(C(=O)c2ccco2)c(C)c1CN1C(=O)c2ccccc2C1=O	-3.9	12.3	-9.5	-13.7	9.0	4.1	9.3	0.9	1.4	2.8	10.7
Cc1ccc(-c2nsc(SCC(=O)Nc3ccc4c(c3)OCO4)n2)cc1	5.1	-28.4	-22.4	-32.0	-2.8	5.8	-8.4	1.4	-24.7	5.9	-12.3
CN(CC(=O)Nc1ccccc1Br)C(=O)CCc1ccccc1	-11.7	-7.7	-2.8	9.7	-0.3	-1.0	44.0	-19.5	15.7	-0.2	-2.1

Individual results from the list:
`C[C@H](CO)N1C[C@H](C)[C@@H](CN(C)CC2CC2)OCc2cnnn2CCCC1=O` – TWEAK-Fn14 inh = -0.7
`COCCN(CCOC)S(=O)(=O)c1ccc(NC(=O)c2cnccn2)cc1` – SRC2 inh = -4.2
`CCC(C)C(N)C(=O)N1CCCC1C(=O)NC(C(=O)O)C(C)CC` (stereo unspecified) – NR5A2 inv ag = -5.2
`Cc1nc(NCC2CCCO2)nc2c1C(=O)CC(C)(C)C2` (stereo unspecified) – NOD2 RIPK2 PPI = -7.3

Next part.
SMILES	C8 TRAIL sens	SRC3 inh	NR2F2 inh	SRC2 inh	LMP1 NFkB inh	NOD2 RIPK2 PPI	TWEAK-Fn14 inh	TROY signal inh	SRC1 inh	TLR9-MyD88 inh	NR5A2 inv ag
CCCN1C(=O)/C(=C/c2ccc3c(c2)OCO3)NC1=S	-12.6	22.6	-2.3	0.3	5.8	-11.0	-1.0	34.9	10.5	-12.2	-4.0
Cc1cc(OCC[N+]2(C)CCCCC2)nc2ccccc12	-0.5	8.9	-2.0	-7.5	2.8	-3.3	-2.4	-6.8	-2.0	-7.5	14.8
C=CCSc1nnc(NC(=O)COc2ccccc2)s1	-2.9	-25.8	5.2	-55.5	-9.5	-5.2	-8.6	-43.8	-25.5	-16.2	0.6
O=C([C@H]1O[C@@H](n2ccc(=O)[nH]c2=O)[C@H](O)[C@@H]1O)N(CCC1=CCCCC1)CC1CC1	-25.7	-2.1	-2.4	8.6	.	-9.2	-3.6	-4.3	-6.6	.	12.5
Cc1ccc(S(=O)(=O)Nc2cc3c(C(=O)Nc4ccccc4)c(C)oc3c3ccccc23)cc1	18.0	7.8	2.3	-9.7	-1.8	-4.2	21.4	16.3	-8.4	2.3	15.4
CC1CCc2nc3ccc(S(=O)(=O)N4CCC(C(=O)N5CCCCC5)CC4)cc3c(C(=O)O)c2C1 (stereo unspecified)	-16.2	-19.3	5.9	11.6	-1.6	2.8	16.7	8.1	4.4	11.7	-3.9
CS(=O)(=O)N1CCN(c2ccccc2NC(=O)c2ccc(Cl)cc2)CC1	-1.6	18.5	14.9	6.1	-5.1	-4.0	14.4	-12.1	5.3	-5.3	13.4
OC[C@@H]1CN(Cc2ccncc2)C[C@H](n2cnc3c(NC4CCCC4)ncnc32)O1	-7.4	2.5	-4.3	-22.8	.	-10.1	6.3	-6.6	8.1	.	23.9
CC(=O)c1sc(N/N=C\c2ccc(C)cc2)nc1C	13.5	-33.1	-50.1	-130.4	-26.2	-1.4	-5.2	-77.5	-78.2	-2.2	-77.6
CCNC(=O)CC1C(=O)N(c2ccc(OC)cc2)C(=O)N1CCOC (stereo unspecified)	-5.5	4.7	9.1	8.0	-27.0	9.0	-1.8	-1.3	16.5	-4.7	10.9
O=C(CCNC(=O)Cn1cnc2ccccc2c1=O)NCCC1=CCCCC1	-9.3	6.6	13.4	6.8	4.7	-9.7	-7.3	5.0	-6.6	5.3	-9.9
COc1cccc(/C=N/n2c(N)c(S(=O)(=O)c3cccs3)c3nc4ccccc4nc32)c1OC	10.1	-29.3	1.1	0.8	-58.3	-0.5	18.3	2.5	-4.8	-5.8	-12.6
O=C(NNC(=O)c1ccc([N+](=O)[O-])cc1C(=O)O)c1ccncc1	3.4	-22.3	-16.6	-40.5	3.4	3.7	3.8	-13.3	7.4	-11.9	-0.7
CN(C)c1ccc(C(CNS(=O)(=O)c2ccc([N+](=O)[O-])cc2)N2CCCC2)cc1 (stereo unspecified)	-5.1	11.4	13.8	-7.3	-1.1	-5.9	20.2	5.5	-18.6	7.3	16.9

Assay outcomes as filed in PubChem.
